Screening data (PubChem BioAssay)
PPC-1+TRAIL kill – kills PPC-1 cancer cells in the presence of TRAIL; hit rate 0.41% among 220,000; PPC-1 cells + TRAIL, ATPLite viability luminescence; cell killing (% activity), % at 4 µM;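 active = cell killing above 50% in the first pass at 4 µM, then a duplicate retest at 5 µM averaging 50% or more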;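 note: plate controls were cells with TRAIL plus DMSO for no effect and medium-only wells lacking cells for full effect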
CHOP inhibitor – inhibitors of CHOP induction in ER stress response; CHO-K1 CHOP-promoter luciferase, tunicamycin-induced, 15-18 h; inhibition, % at 10 µM; hit rate 3.8% among 220,000;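 active = compounds that reduced the stress-induced luciferase reporter signal by more than about 70% of percent inhibition, limit read from the data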;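 note: 0% = tunicamycin plus vehicle and 100% = wells without tunicamycin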
EBV gp42 inh – inhibitors of Epstein-Barr virus glycoprotein 42. inhibition, % (tested at 21.74 µM). Q1HVG2. Fluorescence polarization binding assay, mP read-out. hit rate 0.42% among 220,000. AID 1085; in the data active = inhibition above about 50%
Runt-SMMHC FRET – blocks binding of human RUNX1 Runt domain to CBFb-SMMHC; Q01196+Q13951; Cerulean-Runt/Venus-CBFb-SMMHC FRET ratio 530/480, 1 h; inhibition, % at 20 µM; hit rate 0.74% among 220,000; AID 1434;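 active = mean inhibition across duplicate retests at 20 µM reaching about 50%, limit read from the data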;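 note: 0% = DMSO wells and 100% = wells with excess untagged CBFb-SMMHC; inhibitors lower the FRET ratio by blocking Runt binding to CBFb-SMMHC; some results filed as inactive read as strong as hits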
TNF death inh – inhibitors of TNF-alpha induced necroptosis in Jurkat FADD-/- cells; Jurkat FADD-/- TNF necroptosis rescue, ATP luminescence, 24 h; 0 = TNF only, 100 = no-TNF cells; activation (protection from cell death), % at 10 µM; hit rate 0.068% among 220,000;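 active = activation, meaning protection from cell death, of at least 50% relative to plate controls; inactive = activation below 50%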;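 note: necroptosis triggered by 40 ng/mL TNF-alpha added together with compound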
p47phox inh – p47phox (human) inhibition. inhibition, % at 24.7 µM. p47phox/p22phox peptide binding, fluorescence polarization, 2 h. P14598. hit rate 0.53% among 220,000;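 active = inhibition above about 30%, limit read from the data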;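 note: 0% = p47phox with labelled peptide and 100% = labelled peptide alone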
Target sequence (P14598 whole entry, looked up): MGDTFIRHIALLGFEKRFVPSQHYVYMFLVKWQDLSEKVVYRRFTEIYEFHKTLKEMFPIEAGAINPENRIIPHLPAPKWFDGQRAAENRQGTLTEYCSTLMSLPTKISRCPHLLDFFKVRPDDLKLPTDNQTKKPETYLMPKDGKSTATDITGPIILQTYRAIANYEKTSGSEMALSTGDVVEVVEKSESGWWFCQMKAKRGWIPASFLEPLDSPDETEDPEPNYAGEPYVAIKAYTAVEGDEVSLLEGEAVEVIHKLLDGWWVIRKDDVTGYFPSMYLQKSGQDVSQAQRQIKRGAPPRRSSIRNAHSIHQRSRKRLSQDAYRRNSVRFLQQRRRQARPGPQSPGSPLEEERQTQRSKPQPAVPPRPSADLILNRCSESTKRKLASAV
Mdm2 ligase inh – inhibitors of human Mdm2 E3 ubiquitin ligase; Q00987; cell-based MDM2 ubiquitination luciferase reporter, 2 h; 0 = plate control, 100 = twice control, blank-subtracted; signal enhancement, % at 5 µM; hit rate 0.11% among 210,000; AID 1230;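 active = signal enhancement of 30% or more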;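 note: luminescence tracks abundance of the self-degrading MDM2-luciferase fusion protein; higher signal means inhibition of MDM2 E3 ligase activity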
Target sequence (Q00987 whole entry, looked up, the tested form may be a part): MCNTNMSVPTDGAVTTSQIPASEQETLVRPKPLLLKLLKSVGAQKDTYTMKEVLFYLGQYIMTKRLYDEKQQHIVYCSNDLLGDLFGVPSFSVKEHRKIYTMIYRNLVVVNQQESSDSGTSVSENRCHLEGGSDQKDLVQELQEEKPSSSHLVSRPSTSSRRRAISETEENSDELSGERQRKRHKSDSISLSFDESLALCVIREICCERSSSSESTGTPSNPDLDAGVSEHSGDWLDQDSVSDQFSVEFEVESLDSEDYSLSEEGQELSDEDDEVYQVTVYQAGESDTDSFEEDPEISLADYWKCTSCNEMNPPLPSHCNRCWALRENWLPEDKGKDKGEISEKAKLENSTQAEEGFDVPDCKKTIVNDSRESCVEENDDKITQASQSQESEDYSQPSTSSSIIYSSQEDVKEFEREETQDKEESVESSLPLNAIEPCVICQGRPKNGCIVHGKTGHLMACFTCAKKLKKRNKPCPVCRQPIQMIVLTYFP
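Assay system: stable mammalian line carrying autodegrading MDM2–luciferase fusion reporter; Input: 2000 cells in each well; Compound dosing: single-point 5 µM; Schedule: 2 h compound exposure at 37 °C; Signal: SteadyLite luciferase luminescence after 15 min room-temperature reagent incubation; Evaluation: % luminescence enhancement versus blank-corrected plate control mean; Benchmarks: plate controls and plate blanks.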
TRPML3 ag – agonists of human TRPML3 channel. AID 1448. hit rate 0.29% among 220,000. HEK293 TRPML3-YFP, Fluo-8 calcium fluorescence; 100% = the carbachol control signal. activation, % at 3 µM. Q8TDD5;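 active = activation above its plate's cutoff, the mean activation of the plate's test wells plus 3 SD, cut at about 12% in these data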;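 note: 0% = DMSO only wells and 100% = carbachol wells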
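Material: TRPML3-YFP stable HEK293 cells | Dosing: One concentration, 3 µM nominal, 0.3% DMSO | Timing: 125 s total fluorescence read per well | Technique: Fluo-8 calcium dye fluorescence, ex 470-495, em 515-575 nm | Measure: Percent activation from peak-to-basal fluorescence ratio, scaled between DMSO and carbachol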
zfTRPN1 agonist – activates the zebrafish TRPN1 channel; AID 1424; HEK293 zebrafish TRPN1-YFP, Fluo-8 calcium fluorescence; 100% = response to 87 µM carbachol; activation, % at 3 µM; hit rate 0.18% among 220,000;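 active = activation above its plate's cutoff, the mean activation of test wells on that plate plus 3 SD, cut at about 19% in these data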;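 note: 0% = DMSO alone and 100% = 87 µM carbachol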
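Material – zebrafish TRPN1-YFP in HEK293 cells · Doses – 3 µM single point · Schedule – dye 1 h 37 °C plus 30 min RT · Signal – Fluo-8 calcium fluorescence, excitation 470-495 nm, emission 515-575 nm · Read-out – % activation versus carbachol response · Control set – carbachol high, DMSO low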
Active calls of the source: *; x = no result given.

SMILES | PPC-1+TRAIL kill | CHOP inhibitor | EBV gp42 inh | Runt-SMMHC FRET | TNF death inh | p47phox inh | Mdm2 ligase inh | TRPML3 ag | zfTRPN1 agonist
COc1cc(/C=N/NC(=O)c2cccnc2)ccc1OCC(=O)N1CCOCC1 | 2 | 4 | 7 | 2 | 0.4 | 9 | -14 | 0.8 | 1.4
CCCC1/C(=N/O)CC(c2ccccc2)NC1c1ccccc1 (centres undefined) | 26 | 106* | -2 | -2 | -4.5 | -14 | -9 | 1.6 | -1.3
O=C(NC(NCCCN1CCOCC1)(C(F)(F)F)C(F)(F)F)C1CCCCC1 | -18 | 22 | -2 | 1 | 0.6 | -4 | -1 | -0.5 | 0.0
Cc1nnsc1C(=O)N1CCN(c2ccc(F)cc2)CC1 | 6 | -15 | -19 | 0 | 0.9 | -4 | 0 | 0.8 | 1.9
CCOc1cc(/C=C(/C#N)C(=O)Nc2ccc(O)cc2)cc(Br)c1O | 6 | -49 | -141 | -83 | -19 | -27 | -10 | 1.8 | 3.6
CCC(C)NC(=O)CSC1=Nc2ccccc2C2=NC(CCC(=O)NCc3ccco3)C(=O)N12 (centres undefined) | 6 | -8 | -23 | 1 | -0.6 | -16 | -10 | 1.0 | 1.5
COc1cc(CN2CCC(CO)(CCOc3ccccc3)CC2)cc(OC)c1 | 4 | 8 | -20 | 0 | 2.2 | 1 | -11 | 0.8 | 1.6
Cc1ccsc1CN1CCN(c2ccccn2)CC1 | -3 | 12 | -13 | 5 | 2.1 | -8 | 11 | 0.3 | 0.3
Cc1cc(C(=O)NCc2ccccc2)no1 | 16 | -14 | -10 | 2 | 4.4 | -8 | -15 | 0.2 | 0.1
COc1ccc(C(=O)Nc2ccccc2-c2nnn(CC(=O)NCc3ccco3)n2)cc1 | 6 | 29 | -18 | 0 | -0.3 | -5 | -5 | 0.9 | 0.8
COc1ccc(/C=C/C(=O)NCC(=O)N/N=C/c2cc(Br)ccc2OCc2ccccc2)cc1 | -5 | 39 | -3 | 2 | 1.0 | 3 | -4 | 0.8 | -0.2
COc1cccc(CN(C(=O)c2ccco2)C(C(=O)NC2CCCC2)c2cccnc2)c1 (centres undefined) | -10 | 38 | -6 | 2 | -2.4 | -5 | 1 | 0.0 | -0.1
CCCNc1nc(C)nc2c1cnn2CCc1ccccc1 | 12 | -8 | -10 | 15 | 1.3 | -1 | -14 | 1.0 | 1.6
COc1ccc(-c2nnn(CC(=O)N(Cc3ccccc3Cl)C(C(=O)NCC3CCCO3)c3ccco3)n2)cc1 (centres undefined) | -26 | -16 | -13 | 0 | -7.3 | -8 | -16 | 0.2 | 0.9
CN(C(=O)Cc1c(C(=O)O)n(C)c2ccccc12)c1ccc(F)cc1 | -3 | -2 | -5 | -2 | 0.2 | -10 | -19 | 0.6 | -0.5
C/C(=N\Nc1ccc2nncn2n1)c1ccccn1 | 43 | 56 | -3 | 1 | -18 | 1 | -16 | 1.4 | 0.8
CCc1cccc(CC)c1NC(=O)C[n+]1cccc(C(N)=O)c1 | -6 | -3 | 7 | -1 | 0.5 | -9 | -12 | 0.7 | 0.1
CC(=O)Nc1ccc(S(=O)(=O)N2CCC(=O)Nc3ccccc32)cc1 | 8 | -5 | -4 | 2 | -0.2 | -2 | -9 | 0.3 | 0.4
C=CCn1cc(C(=O)c2cc(Br)ccc2O)cc(C#N)c1=O | 3 | 7 | -15 | 7 | -0.6 | -24 | x | 0.6 | 3.9
COc1ccc(CN(Cc2cc3cc(C)ccc3[nH]c2=O)C(=O)N(C)C)cc1 | -7 | -12 | -5 | 3 | -1.9 | -4 | -10 | 0.5 | -0.6
Cc1ccc(C)c(OCc2nnc(NC(=O)c3ccco3)s2)c1 | 13 | 46 | -19 | -4 | -0.8 | -38 | 17 | 0.8 | -0.7
CC(C)(C)N1C(=O)c2ccccc2NC(=O)N1Cc1ccc(Br)cc1 | 6 | 37 | -2 | 0 | 1.8 | 3 | 0 | 0.4 | -0.1
O=S(=O)(NCCNS(=O)(=O)c1ccccc1)c1ccccc1 | 15 | 6 | -1 | -1 | 0.3 | -5 | -2 | 0.0 | -0.7
CC1CN(Cc2cc(=O)[nH]c(C(C)C)n2)CC(C)O1 (centres undefined) | 11 | 18 | 1 | 2 | -1.6 | -5 | 8 | 0.6 | -0.1
O=C(O)CCC(=O)N1CCC(C(=O)c2cccc(Cl)c2)CC1 | 16 | -27 | -21 | 1 | -0.3 | 2 | -16 | 0.7 | 1.6
Next section.
SMILES | PPC-1+TRAIL kill | CHOP inhibitor | EBV gp42 inh | Runt-SMMHC FRET | TNF death inh | p47phox inh | Mdm2 ligase inh | TRPML3 ag | zfTRPN1 agonist
CCc1nnc(NS(=O)(=O)c2ccc(NC(=O)OC)cc2)s1 | 5 | 4 | 1 | -1 | -9.0 | -11 | -12 | 0.7 | -0.6
N#CC(=C1CCCC1)c1nc(-c2cc3ccccc3oc2=O)cs1 | 23 | 14 | -24 | -12 | -0.4 | -13 | -14 | 1.1 | 0.4
O=C(CSc1nn(-c2ccc(F)cc2)c(=S)s1)NC1CCS(=O)(=O)C1 (centres undefined) | 24 | 5 | -3 | -1 | 0.5 | -14 | -8 | 0.3 | -1.9
CC1(C)C(=O)OC(C(=O)c2ccccc2)C2(CCCCC2)C1=O (centres undefined) | 14 | 11 | 4 | -1 | 0.6 | -3 | -9 | 0.1 | 0.6
O=C(c1ccc2c(c1)OCO2)N1CCN(c2ccccc2F)CC1 | -16 | 10 | -2 | 0 | -3.3 | -7 | 12 | 0.3 | -0.7
Cc1ccc(CC(CC(=O)O)C(=O)NC2CCCCC2)cc1 (centres undefined) | 8 | -7 | -11 | 2 | -3.2 | -8 | 3 | 0.2 | 0.9
CCOC(=O)c1ccc(Oc2nc(SC)nc(N(C)C)n2)cc1 | -2 | 69 | -4 | -1 | -1.5 | -4 | -2 | 0.6 | -0.8
COc1cc(Cl)cc(C(=O)O)c1OCC(=O)O | 12 | 33 | -11 | -3 | 0.3 | 3 | -1 | 0.6 | -1.1
CCOc1ccc2c(c1)OC(c1ccccc1)(C(F)(F)F)NC2=O (centres undefined) | 24 | 55 | -17 | 4 | 1.8 | 1 | -20 | -0.1 | 0.3
CCn1c(SCc2c(F)cccc2Cl)nnc1-c1ccco1 | 41 | 26 | -11 | 2 | 2.8 | -3 | -11 | -0.9 | -0.3
C/C(=N\N=C(/N)SC1CC(=O)N(c2cccc(Cl)c2)C1=O)c1cccs1 (centres undefined) | 8 | -6 | -14 | -26 | -0.9 | -31 | -19 | 0.3 | -0.4
FC(F)(F)c1ccccc1Nc1nccs1 | 14 | 18 | -13 | -1 | 0.2 | 0 | -5 | 0.5 | 0.5
CC(=O)Nc1ccc(NS(=O)(=O)c2ccc(C)cc2)cc1[N+](=O)[O-] | 10 | -7 | -4 | 1 | 1.9 | 0 | -12 | -0.1 | -1.4
CC(SCC(=O)NC(C)C1CC2CCC1C2)C(=O)O (centres undefined) | 26 | -28 | -13 | 0 | 1.0 | -8 | -2 | 1.1 | -0.8
COc1ccc(C2=NO[C@@H]3C(=O)N(c4c(C)cccc4C)C(=O)[C@H]23)cc1OC | 3 | 11 | -27 | 3 | 1.9 | -14 | -1 | 0.5 | 0.4
Cc1csc(N2CCCC2=O)n1 | 24 | 20 | -21 | 2 | 0.7 | -11 | -1 | 0.7 | 0.5
CCn1c(/C(C#N)=N/O)nc2ccccc21 | 22 | 23 | -2 | 5 | 1.7 | -6 | 6 | 0.3 | 0.0
Cc1ccc2[nH]c(O)c(N=NC(=O)C3CC3c3ccccc3)c2c1Br (centres undefined) | 11 | 48 | 5 | 1 | -1.5 | 1 | -10 | 1.2 | -0.5
COCc1cc(N2CCOCC2)nc(-c2ccccc2)n1 | 17 | -6 | -13 | -3 | 0.1 | -4 | -7 | 0.1 | -1.8
Cc1cc(Nc2ccccc2O)c2ccccc2n1 | x | -10 | -10 | x | 3.3 | 9 | -2 | 0.9 | 1.1
COc1ccccc1N(C1=NCCCS1)S(=O)(=O)c1ccc(C(C)(C)C)cc1 | 4 | 9 | 1 | 2 | 0.3 | 4 | -9 | -0.6 | 0.3
Cc1cc(C)cc(N(C(=O)c2ccccn2)C(C(=O)NC2CCCCC2)c2cccs2)c1 (centres undefined) | 7 | 15 | -5 | -3 | -4.4 | -6 | -24 | -1.0 | -0.1
Cc1cc(N/N=C/c2ccccc2)nc(N2CCOCC2)n1 | 8 | 18 | -8 | -2 | 5.0 | 2 | -5 | -0.5 | -1.7
C/C=C(\C)C(=O)N1CC2(CC(c3cccc(NC(=O)CC(c4ccccc4)c4ccccc4)c3)=NO2)C[C@H]1C(N)=O (some centres undefined) | -14 | 12 | -3 | -8 | -1.1 | -5 | 9 | x | x

Arranged by value in p47phox inh (descending): 6 of the compounds above
smiles,CHOP inhibitor,EBV gp42 inh,Runt-SMMHC FRET,p47phox inh,Mdm2 ligase inh,TRPML3 ag
COc1cc(Cl)cc(C(=O)O)c1OCC(=O)O,33,-11,-3,3,-1,0.6
Cc1ccc2[nH]c(O)c(N=NC(=O)C3CC3c3ccccc3)c2c1Br (centres undefined),48,5,1,1,-10,1.2
CC(=O)Nc1ccc(NS(=O)(=O)c2ccc(C)cc2)cc1[N+](=O)[O-],-7,-4,1,0,-12,-0.1
CCOC(=O)c1ccc(Oc2nc(SC)nc(N(C)C)n2)cc1,69,-4,-1,-4,-2,0.6
CC(SCC(=O)NC(C)C1CC2CCC1C2)C(=O)O (centres undefined),-28,-13,0,-8,-2,1.1
C/C(=N\N=C(/N)SC1CC(=O)N(c2cccc(Cl)c2)C1=O)c1cccs1 (centres undefined),-6,-14,-26,-31,-19,0.3

Profiles from above. Order of values: PPC-1+TRAIL kill	CHOP inhibitor	EBV gp42 inh	Runt-SMMHC FRET	TNF death inh	p47phox inh	Mdm2 ligase inh	TRPML3 ag	zfTRPN1 agonist
`N#CC(=C1CCCC1)c1nc(-c2cc3ccccc3oc2=O)cs1` across the screens: 23	14	-24	-12	-0.4	-13	-14	1.1	0.4
`C/C(=N\N=C(/N)SC1CC(=O)N(c2cccc(Cl)c2)C1=O)c1cccs1` (centres undefined) across the screens: 8	-6	-14	-26	-0.9	-31	-19	0.3	-0.4
`O=C(c1ccc2c(c1)OCO2)N1CCN(c2ccccc2F)CC1` across the screens: -16	10	-2	0	-3.3	-7	12	0.3	-0.7
`Cc1ccc2[nH]c(O)c(N=NC(=O)C3CC3c3ccccc3)c2c1Br` (centres undefined) across the screens: 11	48	5	1	-1.5	1	-10	1.2	-0.5
`CCn1c(SCc2c(F)cccc2Cl)nnc1-c1ccco1` across the screens: 41	26	-11	2	2.8	-3	-11	-0.9	-0.3
